Assay outcomes (PubChem BioAssay)
Statin myotox sup = suppressors of simvastatin-induced myotoxicity in C2C12 myotubes; ATP luminescence, 48 h; scaled: DMSO 0, geranylgeraniol control 100; rescue of ATP level, % at 7.49 µM; actives 0.78% (n = 330,000);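 active means mean ATP rescue above about 67%, or every replicate alone reaching that limit, limit read from the data, passing the limit was not always enough; inconclusive means no clear call, values can overlap the other calls; inactive means mean under the limit and some replicate under it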;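 further: myotubes were challenged with 10 µM simvastatin during compound exposure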
PGC1a acetyl inh = lowers PGC1a acetylation signal in U2OS cells; AlphaScreen anti-acetyl-lysine; with virally co-expressed GCN5 acetyltransferase; actives 0.17% (n = 350,000); inhibition, % at 15.6 µM;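 active means every replicate shows inhibition of at least 40%; inconclusive means mean inhibition at least 40% but some replicate below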;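 further: 0% = neutral control wells and 100% = positive control wells; some results beyond the cut were filed as inactive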
PglD inh = inhibitors of Campylobacter jejuni PglD acetyltransferase; AID 602405; purified PglD enzyme, DTNB colorimetric CoA detection; actives 0.098% (n = 360,000); inhibition, % at 12.5 µM; in the data active means inhibition above about 16%, passing the limit was not always enough; inconclusive means no clear call, values can overlap the other calls; further: strong numbers were not always called active
GSIS activator = primary screen for activators of insulin secretion dependent on glucose, INS-1E cells, GLuc reporter luminescence; actives 0.61% (n = 370,000); activation, % at 16.6 µM; INS-1E GLuc reporter insulin secretion, 2-3 h; AID 743287;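 active means lowest replicate activation of at least 40%, so every replicate reaches that level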;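 further: 0% = median of neutral control wells and 100% = median of IBMX positive control wells; some compounds called inactive have numbers as strong as hits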
CFTR F508del cor = CFTR F508del correction in bronchial cells; actives 0.36% (n = 350,000); AID 720511; activity (quench increase), % at 7.58 µM; CFBE cells, YFP halide quenching; stimulated with forskolin plus potentiator P3; % fluorescence drop versus neutral controls;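 active means mean added fluorescence quench of at least 8% versus neutral control, with both replicates also reaching 8%; inconclusive means only one of the mean or replicate conditions met; inactive means mean below 8% and not both replicates reaching 8%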;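 further: cells transiently co-express mutant CFTR-F508del with the halide-sensitive YFP; corrector assay measuring rescue of mutant channel to the surface after 24 h compound exposure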
miR122 inh = inhibitors of miR-122 in Huh7 cells | Huh7 miR-122 Renilla luciferase sensor, 48 h; neutral wells = 0, positive control = 100 | activation (reporter increase), % at 12.5 µM | actives 0.3% (n = 340,000) | AID 602342;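 active means mean replicate activation score at least 90 and every replicate individually at or above 90; inconclusive means only one of the two criteria met; inactive means neither criterion met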;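 further: higher luciferase means less miR-122 activity so hits act as miR-122 inhibitors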
FN deposit inh = fibronectin deposition inhibition | AH1F fibroblasts, Alexa488-fibronectin deposition fluorescence, overnight | inhibition, % at 12.6 µM | actives 0.086% (n = 350,000) | AID 743247;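 active means mean inhibition across replicates of 30% or more, regardless of how many single replicates reach that level; inconclusive means mean under 30% yet at least half of replicates reach 30%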;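 further: positive control wells lacked labelled fibronectin entirely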
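material = AH1F fibroblast monolayer depositing Alexa488-labelled fibronectin into matrix | amount = 10000 AH1F cells/well | buffer or medium = DMEM plus 2% serum, read in PBS | incubation = 1 h cell adhesion before compound, then overnight fibronectin incubation | detection = fluorescence at 485 nm excitation, 525 nm emission | evaluation = percent inhibition as loss of matrix-bound fibronectin fluorescence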
Cneo AK release = Cryptococcus neoformans lysis via adenylate kinase release; lysis activity, % at 15 µM; C. neoformans lysis, adenylate kinase release luminescence, 4 h; normalised: neutral wells 0, clomiphene wells 100; actives 0.2% (n = 360,000); AID 651654;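 active means mean lysis activity across replicates of at least 80%, whatever share of replicates individually reach that level; inactive means mean lysis activity below 80%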
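read-out = cell lysis signal | test system = log-phase Cryptococcus neoformans yeast cells | input = cells at 5 × 10^6 per mL | medium = fresh YPD growth medium | signal = luminescent adenylate kinase detection reagent | timing = 4 h at 37 °C static, read 1 h later | dosing = single dose | controls = Clomiphene as positive lysis control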
* = called active by the depositor; ? = inconclusive; · = no result given; [ ] = remark or other dose.

SMILES | Statin myotox sup | PGC1a acetyl inh | PglD inh | GSIS activator | CFTR F508del cor | miR122 inh | FN deposit inh | Cneo AK release
Cc1cccnc1NC(=O)c1cc2ccccc2oc1=O | 9 | -1 | -6 | -3 | 2.4 | 1 | -7 | -3
CC1Cc2ccccc2N1C(=O)COC(=O)c1cccnc1Cl (stereo unspecified) | -23 | 4 | 5 | 5 | -3.4 | 10 | · | 0
C[C@@H]1CN([C@@H](C)CO)C(=O)c2cccc(NC(=O)c3nc4ccccc4s3)c2O[C@@H]1CN(C)S(=O)(=O)c1ccccc1 | 12 | -10 | 0 | 1 | -1.5 | -9[16.7 µM] | · | 0
CCOC(=O)CSc1nc(C)cc(C)c1C(N)=O | · | 5 | · | -7 | -0.7 | · | -3 | ·
OCCCCNc1cccc2ccccc12 | 6 | -18 | -1 | -49 | -2.6 | 5 | · | 3
Cc1nnc(NC(=O)Cn2cnc3c2c(=O)n(C)c(=O)n3C)s1 | · | 8 | 0 | · | · | 2 | 1 | 0
O=C(C[C@H]1CC[C@H](NC(=O)Nc2cc(F)ccc2F)[C@@H](CO)O1)NCCCN1CCOCC1 | -6 | 7 | -3 | 14 | -7.0 | · | -2 | 0
CCOC1=C2[C@@H](CN(S(=O)(=O)c3ccccc3)[C@H]2c2ccccc2)[C@H]2C(=O)N(c3ccccc3)C(=O)[C@H]2C1 | 1 | 8 | -1 | -11 | -0.1 | -4 | 0 | -4
Cc1ccccc1OCCN1CCC(Cc2ccccc2)CC1 | -4 | 0 | -1 | -13 | 2.0 | 11 | -6 | 7
O=C(CSc1nnc(-c2ccc(O)cc2)o1)Nc1ccccc1 | 16 | · | 0 | 4 | 2.6 | -4 | 2 | -1
CN1CCN(C(=O)c2ccccc2N(Cc2ccccc2)S(C)(=O)=O)CC1 | -8 | 10 | 4 | · | · | -6 | · | -15
COCC(=O)Nc1ccc2c(c1)C(=O)N(C)C[C@H](OC)[C@H](C)CN(C(=O)COC)[C@@H](C)CO2 | -4 | · | 6 | 15 | · | 1[16.7 µM] | 6 | -8
Cc1cc(Cl)ccc1OCC(=O)OCC(=O)NC1CCS(=O)(=O)C1 (stereo unspecified) | -1 | -8 | -3 | 1 | -9.7 | -1 | 1 | -1
Cc1ccc(NC(=O)CC2C(=O)NC3CCCCC3N2C(=O)c2ccc(F)cc2)cc1C (stereo unspecified) | -15 | -8 | -1 | · | · | 0 | · | -1
COc1ccc(-c2ccc(C3[C@@H]4CN(C(=O)c5cnccn5)C[C@H]3N4)cc2)cc1 (stereo partly specified) | · | -10 | · | -14 | -1.7 | · | 3 | ·
CC(=O)Nc1nnc(C)s1 | 3 | · | -3 | 9 | -0.2 | 6 | -5 | -3
O=C(NCc1ccc(F)cc1)C1CCC(=O)N1CCc1ccccc1 (stereo unspecified) | 31 | -33 | 3 | -4 | 0.3 | -1 | -7 | -7
Cc1ccc(OCC(=O)NNC(=O)C2CSC3(C)CCC(=O)N23)cc1 (stereo unspecified) | -10 | 6 | 3 | 20 | -2.3 | -8 | 0 | -1
COc1ccc(NC(=O)CSc2nc3ccccc3c(=O)n2CCC(=O)N2CCCCC2)cc1 | -4 | -16 | 2 | · | · | 4 | · | 1
CCCCCCCCCCCCCC(=O)NO | · | -8 | · | -8 | -2.5 | -1 | 8 | ·
C[C@H]1CCCCO[C@@H](CN(C)C)[C@@H](C)CN([C@@H](C)CO)C(=O)c2cc(NC(=O)c3ccccc3)ccc2O1 | 1 | 15 | 0 | 25 | 0.2 | 2[16.7 µM] | · | 4
O=C(CNS(=O)(=O)c1ccc(F)c(Cl)c1)N1CCCCCC1 | 7 | · | 2 | 8 | 5.6 | -12 | -2 | 5
CC(=O)Oc1ccc(-c2csc(Nc3ccccn3)n2)cc1 | -33 | 3 | 7 | 8 | 2.5 | -6 | 1 | -8
CCN(C[C@@H]1N[C@H](CO)[C@H]1c1ccc(C2=CCCC2)cc1)C(=O)c1ccncc1 | -26 | 0 | -4 | 19 | -3.7 | -6[16.7 µM] | · | 1
Cc1ccc(CCNC(=O)Cn2ccc3cc(S(=O)(=O)N4CCCC4)ccc32)cc1 | 27 | -7 | 2 | -21 | -0.6 | -4 | 1 | 11
COC(=O)c1ccc(CSc2nnc(Nc3cccc(OC)c3)s2)o1 | 6 | -22 | 3 | · | · | -1 | · | -5
Cc1cccc(C)c1NC(=O)c1csc([C@H]2C[C@H](O)[C@@H](CO)O2)n1 | 10 | · | 4 | 4 | -0.7 | -15 | · | 0
C=CCc1cccc(Cl)c1OCCCNC1CCCC1 | 9 | -4 | 2 | 4 | 1.2 | -1 | -5 | 5
O=C(C[C@@H]1C=C[C@@H](NC(=O)C2CCC2)[C@@H](CO)O1)Nc1nccs1 | 1 | -2 | 3 | -2 | -0.3 | · | -5 | -1
Cc1c(Nc2nc3ccccc3nc2NS(=O)(=O)c2ccccc2)c(=O)n(-c2ccccc2)n1C | 17 | -4 | -5 | 3 | 0.4 | 1 | · | -3
O=C(C[C@@H]1C[C@H]2c3cc(NC(=O)Nc4ccccc4)ccc3O[C@H]2[C@@H](CO)O1)NC1CCCC1 | 7 | -7 | 1 | 15 | 2.0 | -6[16.7 µM] | -4 | 56
Cc1cc(C)c(C)c(S(=O)(=O)N2CCC(C(=O)Nc3ccncc3)CC2)c1C | 8 | -2 | -2 | -25 | 1.0 | 3 | 1 | 2
CC(C)CCN1CCN=C1Nc1ccccc1 | -9 | 6 | -3 | 8 | -3.0 | -2 | -3 | 5
CO[C@H]1CN(C)C(=O)c2ccc(NC(C)=O)cc2OC[C@H](C)N(Cc2ccccc2C(=O)O)C[C@H]1C | 3 | 15 | 2 | -9 | 1.1 | 3[16.7 µM] | 14 | -4
CCCN(C)C[C@H]1OCCCC[C@H](C)Oc2ccc(NS(=O)(=O)c3cn(C)cn3)cc2C(=O)N([C@H](C)CO)C[C@H]1C | -9 | -1 | · | -1 | 0.1 | 5[16.7 µM] | · | ·
Cc1c(NC(=O)c2ccccc2NS(=O)(=O)c2ccc(Br)cc2)c(=O)n(-c2ccccc2)n1C | 4 | ? | · | · | · | 0 | 3 | ·
Cc1noc(C)c1S(=O)(=O)Nc1cccc2c1O[C@H](CN(C)CC1CCCCC1)[C@H](C)CN([C@@H](C)CO)C2=O | 25 | -5 | -1 | 7 | -4.1 | -1[16.7 µM] | -6 | 43
O=C(c1ccc(S(=O)(=O)N2CCOCC2)cc1)N(c1ccc(F)cc1)C1C=CS(=O)(=O)C1 (stereo unspecified) | 3 | 5 | -3 | 9 | 1.8 | · | · | -1
COc1ccc(Cn2c(-c3ccc(Cl)cc3)c[n+]3ccccc23)cc1 | -178 | 0 | -1 | -8 | 0.0 | -3 | -7 | -4
COCC(=O)N[C@@H]1CC[C@@H](CC(=O)NCc2ccc(Cl)cc2)O[C@@H]1CO | -1 | 6 | 21 | 14 | -1.7 | · | 2 | -2
CCOc1ccc(/C(O)=C2/C(=O)C(=O)N(CCCn3ccnc3)C2c2cccs2)cc1Cl (stereo unspecified) | · | · | 4 | · | · | -11 | -8 | 0
O=C(c1cc2c(=O)n3ccccc3nc2s1)N1CCOCC1 | 6 | -20 | -3 | 12 | · | 10 | 15 | 3
O=C(Nc1cc(C(F)(F)F)ccc1N1CCOCC1)c1cccs1 | · | 4 | 5 | -3 | · | 7 | -7 | -2
COc1ccc(C(=O)N2CCOC2CNC(=O)C(=O)NCCc2ccccc2OC)cc1 (stereo unspecified) | -3 | 0 | 3 | -7 | 1.7 | -4 | · | 2
O=C(NCCc1ccccc1)c1cnc2n(c1=O)CCS2 | · | -16 | · | -3 | 0.9 | -1 | -4 | ·
Cc1cc(-c2ccccc2)nc2cc(C(N)=O)nn12 | 10 | 3 | 6 | · | · | -3 | · | 5
N#CCOC(=O)[C@H](Cc1c[nH]c2ccccc12)NS(=O)(=O)c1ccc(Cl)cc1 | 10 | 2 | 6 | -13 | -4.0 | -7 | -2 | 1
CCOC(=O)c1ccc(S(=O)(=O)NCC(c2ccc(N(C)C)cc2)c2c[nH]c3ccccc23)cc1 (stereo unspecified) | · | 6 | 2 | -10 | 0.9 | 0 | -1 | 0
O=C(NCCCN1CCCC1=O)c1ccc(S(=O)(=O)Nc2ccccc2)cc1 | -8 | -6 | 2 | 5 | 6.3 | 6 | 0 | 0
O=C(COC(=O)C1(c2ccccc2F)CCCC1)N1CCc2ccccc21 | 19 | 10 | -8 | 25 | · | -4 | 3 | 4
O=C(NCCCN1CCCC1=O)c1ccc2c(=O)n(-c3ccccc3F)c(=S)[nH]c2c1 | -1 | -7 | -3 | 17 | 2.1 | -8 | -2 | -3
CCN(CC)c1ccc(C(=C2C=CC(=[N+](CC)CC)C=C2)c2ccc(S(=O)(=O)O)cc2S(=O)(=O)[O-])cc1 | -10 | 19 | -2 | -6 | -2.8 | -6 | 0 | -1
CCCNC(=O)C(=O)NCC1CCCN1CC (stereo unspecified) | 1 | 0 | -3 | 2 | -5.7 | -3 | -3 | -1
CCCNC(=O)N1[C@H](CO)[C@H](c2ccccc2)[C@@H]1CNC(=O)C1CC1 | · | 3 | · | -1 | -1.1 | · | -10 | ·
O=C(Nc1cccnc1)c1cc(-c2ccc(Cl)cc2)on1 | -1 | 2 | · | 20 | -0.3 | -3 | -4 | ·
CN1CCN(C(=O)c2ccccc2NC(=O)COc2ccccc2Cl)CC1 | · | · | 0 | 14 | 0.3 | · | 0 | 23
O=C(N/N=C\c1cc2c(cc1Cl)OCO2)c1cccnc1 | -1 | 8 | -7 | 11 | -0.2 | 1 | 8 | 4
CCC(=O)N(C)C[C@@H]1Oc2cc(-c3ccccc3)ccc2S(=O)(=O)N([C@@H](C)CO)C[C@@H]1C | 2 | -4 | 4 | -4 | -0.5 | 68[16.7 µM] | · | 78
CCOC(=O)C1=C(C)N(C)C(=S)NC1c1cccc(Cl)c1Cl (stereo unspecified) | · | · | 0 | 0 | -3.6 | · | 4 | 3
C=CCN(c1ccccc1)S(=O)(=O)c1cccc(C(=O)NCc2ccco2)c1 | -1 | 14 | 0 | -32 | -2.8 | 34 | 4 | -6
O=C(CNC(=O)C1CCCCC1)NNC(=O)c1ccc(Cl)cc1Cl | · | 4 | 1 | 3 | 1.5 | -3 | 0 | -1

Full records as entered above.
`C=CCN(c1ccccc1)S(=O)(=O)c1cccc(C(=O)NCc2ccco2)c1` reads Statin myotox sup: -1; PGC1a acetyl inh: 14; PglD inh: 0; GSIS activator: -32; CFTR F508del cor: -2.8; miR122 inh: 34; FN deposit inh: 4; Cneo AK release: -6
`CN1CCN(C(=O)c2ccccc2NC(=O)COc2ccccc2Cl)CC1` reads Statin myotox sup: ·; PGC1a acetyl inh: ·; PglD inh: 0; GSIS activator: 14; CFTR F508del cor: 0.3; miR122 inh: ·; FN deposit inh: 0; Cneo AK release: 23

Not a hit list; 2.1% or so of the library scored in one or more.
